RGS4 act – potentiators or activators of RGS4; actives 0.92% (n = 310,000); B-score at 10 µM; HEK293 M3R/inducible RGS4, carbachol calcium flux Fluo4; stronger effect = lower value;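 active = B-score of the integrated calcium signal more than 4 SD below the library mean, with starting fluorescence not abnormally high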;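 also: negative B-score means reduced calcium response which marks RGS4 activation or potentiation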
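Material: Inducible-RGS4 HEK293 cells carrying M3 receptor; also added: carbachol at ECmax as muscarinic agonist stimulus; incubation: compound preincubation 20 min at room temperature before agonist; signal: Fluo4-AM (2 µM) calcium-flux fluorescence, kinetic read; measure: integrated calcium ratio converted to B score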
TRPC6 activator – activates the mouse TRPC6 cation channel | AID 2550 | actives 0.13% (n = 310,000) | HEK293-TRPC6 membrane potential dye fluorescence; stronger effect = higher value | B-score at 10 µM;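 active = B-score of the integrated fluorescence ratio above library mean plus 3 SD, and starting fluorescence ratio within library mean plus 5 SD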;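 also: higher score means more depolarization so channel activation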
Target sequence (Q61143 whole entry, looked up): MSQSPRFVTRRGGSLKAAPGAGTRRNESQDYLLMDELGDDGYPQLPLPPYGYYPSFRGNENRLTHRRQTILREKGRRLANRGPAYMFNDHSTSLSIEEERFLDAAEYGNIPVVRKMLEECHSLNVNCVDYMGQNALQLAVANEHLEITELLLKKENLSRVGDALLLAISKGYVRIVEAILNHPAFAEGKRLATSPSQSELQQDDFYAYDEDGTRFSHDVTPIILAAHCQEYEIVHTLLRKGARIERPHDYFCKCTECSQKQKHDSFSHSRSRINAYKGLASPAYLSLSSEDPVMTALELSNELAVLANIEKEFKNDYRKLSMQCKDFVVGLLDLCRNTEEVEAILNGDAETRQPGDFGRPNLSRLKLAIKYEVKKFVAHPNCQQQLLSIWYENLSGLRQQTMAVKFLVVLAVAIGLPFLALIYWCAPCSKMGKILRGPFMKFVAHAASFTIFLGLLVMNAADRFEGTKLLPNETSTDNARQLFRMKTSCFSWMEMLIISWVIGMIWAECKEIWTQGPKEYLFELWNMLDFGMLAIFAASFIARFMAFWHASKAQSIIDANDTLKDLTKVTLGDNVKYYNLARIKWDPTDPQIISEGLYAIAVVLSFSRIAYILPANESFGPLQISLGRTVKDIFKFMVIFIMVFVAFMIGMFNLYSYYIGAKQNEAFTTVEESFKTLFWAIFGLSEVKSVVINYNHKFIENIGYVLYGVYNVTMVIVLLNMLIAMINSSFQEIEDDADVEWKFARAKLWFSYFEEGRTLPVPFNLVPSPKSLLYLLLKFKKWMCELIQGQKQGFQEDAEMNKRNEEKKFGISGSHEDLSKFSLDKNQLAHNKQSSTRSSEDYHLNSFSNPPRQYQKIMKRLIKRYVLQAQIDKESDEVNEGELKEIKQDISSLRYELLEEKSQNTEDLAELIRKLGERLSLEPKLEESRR
SKKanGAS inh – SKKanGAS growth inhibition; actives 1.3% (n = 300,000); S. pyogenes SKKanGAS, kanamycin growth, BacTiter-Glo, 6 h; inhibition, % at 7.5 µM; AID 1662;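 active = mean replicate score, as percent of positive control median, at least 50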;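 also: strain carries kanamycin resistance gene driven by streptokinase promoter and grows in 40 µg/ml kanamycin; loss of luminescence reflects streptokinase promoter inhibition or plain growth inhibition; 0% = median of DMSO wells and 100% = positive control at its reference dose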
TRPC4 inh – inhibitors of mouse TRPC4 channel; B-score at 10 µM; HEK293 TRPC4beta/mu-opioid, DAMGO-evoked Fluo4 calcium flux; stronger effect = lower value; Q9QUQ5; actives 0.39% (n = 300,000);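 active = B-score over 3 SD under the library average, no early fluorescence shift, positive overall ratio signal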
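Assay system: HEK293 cells with stable TRPC4beta plus mu-opioid receptor expression. Dosing: single dose. Measured by: Fluo4 Ca2+ flux fluorescence. Also added: DAMGO in two steps, submaximal then maximal. Read-out: B score from integrated Fluo4 fluorescence ratio.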
HIF act – HIF pathway transcriptional activation; U2OS HRE-luciferase reporter, luminescence; normalized: DMSO 0%, desferrioxamine 100%; activation, % at 7.5 µM (by protocol); actives 0.32% (n = 300,000);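 active = mean activation of at least 10% of the iron chelator positive control signal, with at least half of replicates also reaching 10%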
TRPC6 inh – inhibitors of mouse TRPC6 channel; HEK293-TRPC6, membrane potential dye, ACh-evoked depolarization; stronger effect = lower value; B-score at 10 µM; actives 1.1% (n = 310,000);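 active = B-score under library mean minus 3 SD, initial fluorescence not abnormally high, positive integrated signal ratio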;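 also: B-score derived from integrated fluorescence ratio over the kinetic read; more negative B-score means stronger inhibition of depolarization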
MrgX1 agonist – human MrgX1 receptor agonism, primary screen; actives 0.44% (n = 310,000); Q96LB2; B-score at 10 µM; MrgX1-HEK293 cells, Fluo-4 calcium fluorescence, agonist mode; stronger effect = higher value; AID 588627;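 active = calcium response B-score plate-corrected fluorescence ratio at least 3 library SD, with starting fluorescence B-score inside 5 SD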
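Material: MrgX1-expressing HEK293 cells / Dosing: compound as first of three additions / Incubation: overnight seeding, then 1 h dark dye loading / Signal: Fluo-4 NW calcium fluorescence / Evaluation: B-scored fluorescence response ratio / Benchmarks: positive and negative control wells on each plate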
RGS4 inh – inhibitors of human RGS4; P49798; HEK293 M3R/RGS4 inducible, Fluo-4 calcium flux; stronger effect = higher value; triggered by carbachol at its EC20; B-score at 10 µM; actives 0.45% (n = 310,000); AID 463165;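 active = B-score, a plate-corrected calcium signal, over three deviations above library mean, with baseline fluorescence within five deviations of library mean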;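 also: RGS4 expression induced by doxycycline in cells with stable M3 receptor; B-score is computed from the integrated fluorescence ratio over baseline after carbachol; higher B-score means a larger calcium signal and so more RGS4 inhibition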
Target sequence (P49798 whole entry, looked up): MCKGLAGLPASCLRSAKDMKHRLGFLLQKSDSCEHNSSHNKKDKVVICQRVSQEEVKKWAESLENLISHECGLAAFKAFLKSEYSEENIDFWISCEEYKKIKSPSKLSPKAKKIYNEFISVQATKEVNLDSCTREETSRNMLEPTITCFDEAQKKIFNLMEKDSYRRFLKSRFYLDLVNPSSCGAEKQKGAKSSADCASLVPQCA
MrgX1 allo act – allosterically activates human MrgX1 receptor signaling; B-score at 10 µM; Q96LB2; AID 588675; MrgX1-HEK293, Fluo-4 calcium flux, FDSS; stronger effect = higher value; actives 0.63% (n = 310,000);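 active = plate-corrected calcium response at least 3 library SD above typical, normal starting fluorescence, not activating the receptor alone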;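 also: compound read alongside a low EC10 to EC30 dose of BAM8-22 agonist; peak minus trough fluorescence over baseline measured at the second addition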
Platelet DG rel – platelet dense granule release activity. human platelet-rich plasma, SFLLRN dense granule ATP release, luminescence. inhibition, %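 (compounds screened at 7.5 µM in platelet-rich plasma)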. actives 0.22% (n = 300,000). AID 1663;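 active = mean replicate score, as percent of positive control, at or above 50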
MrgX1 antagonist – antagonists of human MrgX1 receptor; Q96LB2; MRGX1-HEK293 calcium flux, Fluo-4, BAM8-22 antagonism; stronger effect = lower value; B-score at 10 µM; actives 1.3% (n = 310,000); AID 588676;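 active = calcium-response B-score plate-corrected more than 3 library SD below zero, starting fluorescence within 5 deviations, no agonist response on first addition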;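 also: peak minus trough fluorescence over baseline after final BAM8-22 challenge near maximal dose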
* hit, by the source's call. Hits appear at their usual frequency (roughly 6.1% active in at least one column).

Results for CC12CCC(C(=O)Nc3ccncc3)(CC1O)C2(C)C (centres undefined) ?
RGS4 act: inactive; TRPC6 activator: inactive; SKKanGAS inh: 2.7; TRPC4 inh: inactive; HIF act: -0.1; TRPC6 inh: inactive; MrgX1 agonist: inactive; RGS4 inh: inactive; MrgX1 allo act: inactive; Platelet DG rel: 9.0; MrgX1 antagonist: inactive

What do the screens show for `CC(C)OC(=O)CC1C(=O)NCCN1C(=S)NC(=O)c1ccccc1` (centres undefined)?
RGS4 act: inactive; TRPC6 activator: inactive; SKKanGAS inh: -3.1; TRPC4 inh: inactive; HIF act: -0.2; TRPC6 inh: inactive; MrgX1 agonist: inactive; RGS4 inh: inactive; MrgX1 allo act: inactive; Platelet DG rel: 1.2; MrgX1 antagonist: inactive

What do the screens show for `CC(=O)Nc1cc(-c2nn3c(C)nnc3s2)ccc1C`?
RGS4 act: inactive; TRPC6 activator: inactive; SKKanGAS inh: -4.4; TRPC4 inh: inactive; HIF act: 0.1; TRPC6 inh: inactive; MrgX1 agonist: inactive; RGS4 inh: inactive; MrgX1 allo act: inactive; Platelet DG rel: 3.0; MrgX1 antagonist: inactive

What do the screens show for `Cc1cc(C)n(CC(=O)NC2CCCN(Cc3ccc(Cl)cc3)C2)n1` (centres undefined)?
RGS4 act: inactive; TRPC6 activator: inactive; SKKanGAS inh: -13.2; TRPC4 inh: inactive; HIF act: 0.8; TRPC6 inh: inactive; MrgX1 agonist: inactive; RGS4 inh: inactive; MrgX1 allo act: inactive; Platelet DG rel: -9.6; MrgX1 antagonist: inactive

Results for O=C(CCSc1ccccc1)Nc1nc2c(s1)CCCC2 ?
RGS4 act: inactive; TRPC6 activator: inactive; SKKanGAS inh: 11.1; TRPC4 inh: inactive; HIF act: 4.0; TRPC6 inh: inactive; MrgX1 agonist: inactive; RGS4 inh: inactive; MrgX1 allo act: inactive; Platelet DG rel: 1.2; MrgX1 antagonist: inactive

Results for Cc1cccc(-c2noc(Cc3ccccc3)n2)c1 ?
RGS4 act: inactive; TRPC6 activator: inactive; SKKanGAS inh: -4.5; TRPC4 inh: inactive; HIF act: 2.6; TRPC6 inh: inactive; MrgX1 agonist: inactive; RGS4 inh: inactive; MrgX1 allo act: inactive; Platelet DG rel: 4.4; MrgX1 antagonist: -8.16*

Results for Cc1cccc(NC(=O)CCC(=O)N/N=C/c2ccco2)c1C ?
RGS4 act: inactive; TRPC6 activator: inactive; SKKanGAS inh: 8.1; TRPC4 inh: inactive; HIF act: 0.2; TRPC6 inh: inactive; MrgX1 agonist: inactive; RGS4 inh: inactive; MrgX1 allo act: inactive; Platelet DG rel: -5.2; MrgX1 antagonist: inactive

How did CCOc1ccc(OCCSc2nc3ccccc3o2)cc1 do in these assays?
RGS4 act: inactive; TRPC6 activator: inactive; SKKanGAS inh: 5.6; TRPC4 inh: inactive; HIF act: 0.2; TRPC6 inh: inactive; MrgX1 agonist: inactive; RGS4 inh: inactive; MrgX1 allo act: inactive; Platelet DG rel: -0.9; MrgX1 antagonist: inactive

How did CCN(CC)CCn1cnc2c1c(=O)[nH]c(=O)n2Cc1ccccc1 do in these assays?
RGS4 act: inactive; TRPC6 activator: inactive; SKKanGAS inh: -4.5; TRPC4 inh: inactive; HIF act: -0.4; TRPC6 inh: inactive; MrgX1 agonist: inactive; RGS4 inh: inactive; MrgX1 allo act: inactive; Platelet DG rel: -15.5; MrgX1 antagonist: inactive

Results for O=C1CN(CC(=O)N2CCCCC2)c2ccccc2O1 ?
RGS4 act: inactive; TRPC6 activator: inactive; SKKanGAS inh: 2.9; TRPC4 inh: inactive; HIF act: -0.9; TRPC6 inh: inactive; MrgX1 agonist: inactive; RGS4 inh: inactive; MrgX1 allo act: inactive; Platelet DG rel: -0.6; MrgX1 antagonist: inactive

How did C=CC(=O)N1C/C=C\C(c2ccc(OC)cc2)N(Cc2ccc(F)cc2)C(=O)C1 (centres undefined) do in these assays?
RGS4 act: inactive; TRPC6 activator: inactive; SKKanGAS inh: 1.2; TRPC4 inh: inactive; HIF act: -4.4; TRPC6 inh: inactive; RGS4 inh: inactive; Platelet DG rel: -3.9

How did O=C(Cc1cccc2ccccc12)Nc1ccc(-c2cc3ccccc3oc2=O)cc1 do in these assays?
RGS4 act: inactive; TRPC6 activator: inactive; SKKanGAS inh: 4.0; TRPC4 inh: inactive; HIF act: -0.8; TRPC6 inh: inactive; MrgX1 agonist: inactive; RGS4 inh: inactive; MrgX1 allo act: inactive; Platelet DG rel: 7.5; MrgX1 antagonist: inactive

How did Cc1cccc(NC(=S)N2CCN(c3cc(C)ccc3C)CC2)c1 do in these assays?
RGS4 act: inactive; TRPC6 activator: inactive; SKKanGAS inh: -11.0; TRPC4 inh: inactive; HIF act: 0.1; TRPC6 inh: inactive; MrgX1 agonist: inactive; RGS4 inh: inactive; MrgX1 allo act: inactive; Platelet DG rel: 7.5; MrgX1 antagonist: inactive

Results for COc1cc(OC)cc(C(=O)N2CCN(Cc3ccccc3[N+](=O)[O-])CC2)c1 ?
RGS4 act: inactive; TRPC6 activator: inactive; SKKanGAS inh: 4.7; TRPC4 inh: inactive; HIF act: -0.1; TRPC6 inh: inactive; MrgX1 agonist: inactive; RGS4 inh: inactive; MrgX1 allo act: inactive; Platelet DG rel: -3.7; MrgX1 antagonist: inactive

What do the screens show for `COc1ccc(OC)c(-c2nc(CN3CCCCC3c3cccnc3)c(C)o2)c1` (centres undefined)?
RGS4 act: inactive; TRPC6 activator: inactive; SKKanGAS inh: 5.2; TRPC4 inh: inactive; HIF act: 0.4; TRPC6 inh: inactive; MrgX1 agonist: inactive; RGS4 inh: inactive; MrgX1 allo act: inactive; Platelet DG rel: 10.6; MrgX1 antagonist: inactive

Results for CCCCSCCCNC(=O)Nc1cccc(OC)c1 ?
RGS4 act: inactive; TRPC6 activator: inactive; SKKanGAS inh: -10.2; TRPC4 inh: inactive; HIF act: -1.2; TRPC6 inh: inactive; MrgX1 agonist: inactive; RGS4 inh: inactive; MrgX1 allo act: inactive; Platelet DG rel: 2.4; MrgX1 antagonist: inactive

Results for CC1C=Cc2ccccc2N1C(=O)c1ccccc1 (centres undefined) ?
RGS4 act: inactive; TRPC6 activator: inactive; SKKanGAS inh: 0.4; TRPC4 inh: inactive; HIF act: -0.4; TRPC6 inh: inactive; MrgX1 agonist: inactive; RGS4 inh: inactive; MrgX1 allo act: inactive; Platelet DG rel: -2.6; MrgX1 antagonist: inactive

What do the screens show for `CCOC(=O)c1nn(-c2ccc(C)cc2)c(=O)cc1OCC(=O)Nc1ccc(OC)cc1`?
RGS4 act: inactive; TRPC6 activator: inactive; SKKanGAS inh: 32.9; TRPC4 inh: inactive; HIF act: -0.1; TRPC6 inh: inactive; MrgX1 agonist: inactive; RGS4 inh: inactive; MrgX1 allo act: inactive; Platelet DG rel: 8.0; MrgX1 antagonist: inactive

What do the screens show for `S=c1[nH]nc(-c2ccc(Cl)cc2)n1CC1CCCO1` (centres undefined)?
RGS4 act: -8.73*; TRPC6 activator: inactive; SKKanGAS inh: 3.6; TRPC4 inh: inactive; HIF act: 0.2; TRPC6 inh: inactive; MrgX1 agonist: inactive; RGS4 inh: inactive; MrgX1 allo act: inactive; Platelet DG rel: 10.8; MrgX1 antagonist: inactive

How did C/C(=C1\SC(N2CCOCC2)=NC1=O)c1ccccc1 do in these assays?
RGS4 act: inactive; TRPC6 activator: inactive; SKKanGAS inh: -0.8; TRPC4 inh: inactive; HIF act: 0.6; TRPC6 inh: inactive; MrgX1 agonist: inactive; RGS4 inh: inactive; MrgX1 allo act: inactive; Platelet DG rel: 4.4; MrgX1 antagonist: inactive

What do the screens show for `O=C(c1csc2c1CCCC2)n1cccn1`?
RGS4 act: inactive; TRPC6 activator: inactive; SKKanGAS inh: -14.1; TRPC4 inh: inactive; HIF act: 0.1; TRPC6 inh: inactive; MrgX1 agonist: inactive; RGS4 inh: inactive; MrgX1 allo act: inactive; Platelet DG rel: -7.3; MrgX1 antagonist: inactive

What do the screens show for `Nc1nnc(N2CCCCC2)s1`?
RGS4 act: inactive; TRPC6 activator: inactive; SKKanGAS inh: -3.3; TRPC4 inh: inactive; HIF act: -0.1; TRPC6 inh: inactive; MrgX1 agonist: inactive; RGS4 inh: inactive; MrgX1 allo act: inactive; Platelet DG rel: 7.0; MrgX1 antagonist: inactive

What do the screens show for `CC(Nc1nc(-c2ccccc2)nc2ccccc12)c1ccccc1` (centres undefined)?
RGS4 act: inactive; TRPC6 activator: inactive; SKKanGAS inh: 6.6; TRPC4 inh: inactive; HIF act: -0.3; TRPC6 inh: -7.28*; MrgX1 agonist: inactive; RGS4 inh: inactive; MrgX1 allo act: inactive; Platelet DG rel: -0.1; MrgX1 antagonist: inactive

What do the screens show for `CCn1nnc2cc(C(=O)NCCc3ccccc3F)ccc21`?
RGS4 act: inactive; TRPC6 activator: inactive; SKKanGAS inh: -0.9; TRPC4 inh: inactive; HIF act: -1.2; TRPC6 inh: inactive; MrgX1 agonist: inactive; RGS4 inh: inactive; MrgX1 allo act: inactive; Platelet DG rel: 15.8; MrgX1 antagonist: inactive

How did Cc1cc(NC(=O)CSc2nnnn2C)n(-c2ccccc2)n1 do in these assays?
RGS4 act: inactive; TRPC6 activator: inactive; SKKanGAS inh: -2.7; TRPC4 inh: inactive; HIF act: -0.7; TRPC6 inh: inactive; MrgX1 agonist: inactive; RGS4 inh: inactive; MrgX1 allo act: inactive; Platelet DG rel: 5.3; MrgX1 antagonist: inactive

What do the screens show for `COc1ccc(C(=O)NC2c3ccccc3-c3ccccc32)cc1`?
RGS4 act: inactive; TRPC6 activator: inactive; SKKanGAS inh: -3.9; TRPC4 inh: inactive; HIF act: 1.5; TRPC6 inh: inactive; MrgX1 agonist: inactive; RGS4 inh: inactive; MrgX1 allo act: inactive; Platelet DG rel: -2.5; MrgX1 antagonist: inactive

What do the screens show for `CC1(C)NC(=O)N(CC(O)COc2ccccc2-c2ccccc2)C1=O` (centres undefined)?
RGS4 act: inactive; TRPC6 activator: inactive; SKKanGAS inh: 1.0; TRPC4 inh: inactive; HIF act: -0.3; TRPC6 inh: inactive; MrgX1 agonist: inactive; RGS4 inh: inactive; MrgX1 allo act: inactive; Platelet DG rel: -3.3; MrgX1 antagonist: inactive

From PubChem
